# Assay outcomes: PubChem BioAssay, several laboratories
# PPARg SRC2 recr = agonists of PPARg-SRC-2 recruitment, primary screen, biochemical, HTS. Peroxisome proliferator-activated receptor gamma (Homo sapiens), P37231. PPARgamma LBD-SRC-2 recruitment. activation, % at 8 µM. 200,000 tested, 0.34% active. AID 1032, 2008; in the data active = activation above about 22%;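 also: 0% = vehicle and 100% = reference agonist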
# ROMK primary = ROMK potassium channel modulators, primary screen, cell-based, thallium flux, MLSMR library; ATP-sensitive inward rectifier potassium channel 1 (Homo sapiens), P48048; Tet-inducible ROMK, thallium flux fluorescence; actives lie on both sides; B-score at 10 µM; 130,000 tested, 2% active; AID 1918, 2009;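 active = signal ratio slope over the read window, or its plate-corrected B-score, at least 3 SD from the plate mean, either direction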;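 also: B-score of the F/F0 ratio slope over 7 to 12 s after thallium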
# PPARg SRC1 recr = PPARgamma agonists recruiting SRC-1 coactivator, primary screen, biochemical; Peroxisome proliferator-activated receptor gamma (Homo sapiens), P37231; PPARgamma-SRC-1 coactivator recruitment biochemical assay; activation, % at 8 µM; 200,000 tested, 0.41% active; AID 631, 2007; in the data active = activation above about 19%;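 also: 0% = DMSO and 100% = reference agonist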
# STAT1 inh = STAT1 signaling inhibitors, primary screen, cell-based, HTS, luciferase reporter; 200,000 tested, 0.35% active; inhibition, % at 5.5 µM; NIH 3T3 STAT1-luciferase reporter, IFN-gamma, luminescence;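 active = inhibition above a set limit, the mean inhibition across all tested compounds plus 3 SD, cut at about 34% in these data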;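 also: 0% = IFN-gamma with DMSO and 100% = IFN-gamma with 300 µM nifuroxazide; values of inactives mirror those of a sister screen read the other way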
# PPARg SRC-3 ag = PPARgamma agonists recruiting SRC-3 coactivator, primary screen, biochemical; Peroxisome proliferator-activated receptor gamma (Homo sapiens), P37231; biochemical PPARgamma/SRC-3 coactivator recruitment assay; activation, % at 8 µM; 200,000 tested, 0.26% active; AID 731, 2007; in the data active = activation above about 23%;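 also: 0% = DMSO and 100% = reference agonist; some compounds past the cut are filed as inactive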
# STAT3 act = IL-6 driven STAT3 reporter potentiators, primary screen, U3A cells, luciferase, luminescence, MLSCN library. IL-6 STAT3-luciferase reporter; 100% = signal with IL-6 EC80 alone. activation (% of control), % at 5.6 µM. 190,000 tested, 0.91% active. AID 871, 2007;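 active = activation above the screen-wide mean of compound activation plus 3 SD, cut at about 130% in these data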;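 also: 0% = background luminescence of wells with medium and substrate only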
#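 System – human U3A cells carrying STAT3-luciferase construct · Probe or stimulus – Interleukin-6, 33 ng/mL · Schedule – compound 1 h, then IL-6 6 h at 37 °C · Signal – luminescence from STAT3-driven luciferase reporter · Evaluation – percent of IL-6-only median luminescence · Benchmarks – IL-6-only high control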
# RAM network inh = inhibitors of the yeast RAM network, primary screen, dse1pr::URA3 reporter, 5-FOA selection | S. cerevisiae dse1pr::URA3 reporter, 5-FOA growth OD615, 2 d; analog-sensitive cbk1-as2 kinase mutant strain | inhibition, % at 50 µM | 190,000 tested, 1.8% active;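 active = inhibition above a set limit, 3 SD over mean compound inhibition, cut at about 8.4% in these data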;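 also: 0% = DMSO-only wells with no growth and 100% = 10 µM 1-NA-PP1 full growth; inhibition rescues growth on 5-FOA so higher OD means more RAM inhibition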
# STAT3 inh = IL-6 driven STAT3 reporter inhibitors, primary screen, U3A cells, luciferase, luminescence, MLSCN library; IL-6 STAT3-luciferase reporter; host cell line lacks STAT1; inhibition, % at 5.5 µM; 190,000 tested, 0.89% active; AID 862, 2007;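 active = inhibition above the mean inhibition across all screened compounds plus 3 SD, cut at about 44% in these data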;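 also: 0% = DMSO only wells and 100% = 100 µM nifuroxazide control wells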
# TLR4-MyD88 BLA = inhibitors of TLR4-MyD88 association in cells, primary screen, cell-based, HeLa CL3-4, BLA complementation, FRET ratio; HeLa CL3-4 TLR4/MyD88 BLA complementation; inhibition, % at 8.4 µM; AID 861, 2007; 200,000 tested, 0.18% active; Toll-like receptor 4 (Homo sapiens) + Myeloid differentiation primary response protein …; in the data active = inhibition above about 25%;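 also: 0% = vehicle and 100% = reference inhibitor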
# Target sequence (O00206 whole entry, looked up): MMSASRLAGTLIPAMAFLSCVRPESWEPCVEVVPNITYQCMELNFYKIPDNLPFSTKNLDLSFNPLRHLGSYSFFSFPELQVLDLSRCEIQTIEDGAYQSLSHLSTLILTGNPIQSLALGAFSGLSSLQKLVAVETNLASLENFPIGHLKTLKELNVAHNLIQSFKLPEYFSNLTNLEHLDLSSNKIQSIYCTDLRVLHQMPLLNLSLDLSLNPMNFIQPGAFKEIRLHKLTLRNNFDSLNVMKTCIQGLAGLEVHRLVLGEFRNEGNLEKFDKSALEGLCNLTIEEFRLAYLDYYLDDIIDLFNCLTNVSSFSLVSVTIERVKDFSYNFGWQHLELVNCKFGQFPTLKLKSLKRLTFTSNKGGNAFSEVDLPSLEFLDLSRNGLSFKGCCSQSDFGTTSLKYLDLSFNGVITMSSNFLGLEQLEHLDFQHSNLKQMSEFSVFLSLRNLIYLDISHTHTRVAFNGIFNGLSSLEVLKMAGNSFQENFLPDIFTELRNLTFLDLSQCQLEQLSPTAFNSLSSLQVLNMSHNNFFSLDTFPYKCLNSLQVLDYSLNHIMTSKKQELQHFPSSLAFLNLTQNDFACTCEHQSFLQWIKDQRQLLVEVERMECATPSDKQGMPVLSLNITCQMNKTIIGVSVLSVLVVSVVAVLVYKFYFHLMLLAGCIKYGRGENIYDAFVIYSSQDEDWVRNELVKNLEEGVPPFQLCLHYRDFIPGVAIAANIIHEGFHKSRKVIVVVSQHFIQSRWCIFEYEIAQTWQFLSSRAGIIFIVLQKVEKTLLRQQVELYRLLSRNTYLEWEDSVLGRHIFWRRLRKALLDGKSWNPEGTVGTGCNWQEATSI
# Target sequence (Q99836 whole entry, looked up): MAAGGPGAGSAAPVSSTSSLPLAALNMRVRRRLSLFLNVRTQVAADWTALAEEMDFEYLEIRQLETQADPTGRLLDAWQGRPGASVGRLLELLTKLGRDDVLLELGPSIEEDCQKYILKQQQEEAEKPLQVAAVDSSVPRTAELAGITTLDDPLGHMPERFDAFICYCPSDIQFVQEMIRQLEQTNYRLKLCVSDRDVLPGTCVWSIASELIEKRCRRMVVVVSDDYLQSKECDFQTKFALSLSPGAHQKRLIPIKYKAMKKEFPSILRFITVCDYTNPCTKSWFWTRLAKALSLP
# TR-FRET SRC-2 ct = TR-FRET signal artefacts, primary screen, artefact control for PPARgamma SRC-2 agonist project, biochemical | 200,000 tested, 0.4% active | TR-FRET ratio at 8 µM | TR-FRET artefact counter-screen; active compounds read high | AID 1049, 2008; in the data active = TR-FRET ratio above about 2000; also: inactives centre near 1500
# S1P3 antagonist = S1P3 receptor antagonists, primary screen, cell-based. Sphingosine 1-phosphate receptor 3 (Homo sapiens), Q99500. CHO S1P3 NFAT-BLA reporter, FRET fluorescence, antagonist mode. inhibition, % at 4.98 µM. 170,000 tested, 0.27% active. AID 485, 2006;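 active = inhibition above the plate cutoff, the mean inhibition of test wells on that plate plus 3 SD, cut at about 28% in these data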;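 also: cells challenged with S1P at its EC80 of 0.8 µM; blue over green emission ratio from cleaved BLA substrate after 4 h stimulation; 0% = S1P-stimulated wells and 100% = unstimulated DMSO-only wells; some compounds past the cut are filed as inactive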
# * hit, by the source's call; x = not tested or not shown.
# Value order: PPARg SRC2 recr, ROMK primary, PPARg SRC1 recr, STAT1 inh, PPARg SRC-3 ag, STAT3 act, RAM network inh, STAT3 inh, TLR4-MyD88 BLA, TR-FRET SRC-2 ct, S1P3 antagonist
- Clc1ccccc1CSc1nnc(Cn2cnc3ccccc32)n1-c1ccccc1
    5, -2, 4, 6, 6, 102, 1.6, 3, -9, 1413, x
- COc1ccccc1CN1C(=O)C(=O)N(Cc2cccc(C)c2)C1=O
    -6, x, -5, -4, -2, 97, 3.2, 9, -12, 1409, 10
- Fc1ccc(Oc2cnns2)cc1
    -7, -0.19, 11, 0, 0, 103, 1.6, 2, 3, 1581, -18
- COc1ccc(N(CC(=O)Nc2cc(C)on2)S(=O)(=O)c2ccc(Cl)cc2)cc1
    -5, 0.82, -1, 2, -2, 103, 4.9, -6, -16, 1307, x
- CCOC(=O)c1ccc(NC(=O)CSc2nnc(NC(=O)c3ccc(S(=O)(=O)N4CCOCC4)cc3)s2)cc1
    1, -0.11, -2, -3, 0, 100, 7.8, 0, -13, 1514, -8
- Cc1cc(=O)[nH]c(SCC(=O)Nc2ccccc2C#N)c1C#N
    2, -0.66, 9, -4, -9, 99, 6.4, 0, -2, 1494, x
- CC1(C)CC(=O)c2sc(N3CCCCC3)nc2C1
    -2, x, -4, -16, -7, 114, 1.7, -11, 3, 1313, 15
- CN(C)CCCNC(=O)C(=O)NCC1CCCO1 (configuration not stated)
    -7, 0.25, 6, 1, 3, 83, -0.4, 28, 6, 1507, -3
- COc1ccc(N2C(=O)C(F)(F)C2c2ccccc2F)cc1 (configuration not stated)
    0, x, 6, -4, 4, 104, 2.9, -2, 4, 1626, 10
- O=C(NCc1ccco1)c1ccc(Cl)c(S(=O)(=O)N2CCOCC2)c1
    -3, x, -1, 3, -5, 103, 1.9, 0, -3, 1295, 11
- Cc1ccc2nc(/C(C#N)=C\c3ccc(N4CCOCC4)o3)[nH]c2c1
    14, x, 1, -50, 23, 89, -0.7, 16, 12, 1675, x
- CCCCOc1cc(=O)[nH]c(=O)[nH]1
    3, x, 5, -3, -3, 93, -0.2, 11, 0, 1487, -30
- CCOC(=O)CNC(=O)CCCCCC(=O)NCC(=O)OCC
    4, 0.092, -1, 5, -1, 96, -0.3, 11, 1, 1587, x
- CCCSc1nc2c(c(=O)n1CC)SC(C)C2 (configuration not stated)
    -2, x, 1, 3, 4, 104, -0.3, 0, 5, 1668, -33
- O=C(Cc1cn(Cc2cccc(Cl)c2)c2ccccc12)N1CCCCCC1
    1, x, 5, 2, -3, 106, 2.9, -7, 0, 1567, -3
- CC(C)C(OC(=O)c1cccs1)C(=O)NCc1ccco1 (configuration not stated)
    0, x, -3, 4, 10, 93, 0.2, 12, -11, 1620, -22
- COc1ccc(C(=O)N2CCC(C(=O)O)CC2)cc1
    6, 0.23, 2, 3, 5, 104, -0.5, 0, -3, 1640, x
- CSCCC(NC(=O)c1ccc(Cl)cc1)C(=O)NC(C)(C)C (configuration not stated)
    -5, 1.3, 2, -1, -5, 101, 3.2, -4, 10, 1192, x
- CCN(CC)C(=O)COc1ccc(-c2nnc(N3CCCCC3)c3ccccc23)cc1
    -1, x, -2, 7, -2, 90, -1.0, 14, -5, 1400, 29
- C=CCN(CC=C)S(=O)(=O)c1ccc(NC(=S)NC(=O)c2ccco2)cc1
    -6, x, 1, 1, 6, 100, 3.5, 8, 5, 1540, x
- COc1ccc(-n2c(SCc3cccnc3)nc3c(c2=O)SCC3)cc1OC
    -7, -0.47, 3, 45*, -6, 94, -0.4, 8, -7, 1488, -13
- O=C(O/N=C\c1ccc(N2CCCCC2)c([N+](=O)[O-])c1)c1ccc(Cl)cc1Cl
    5, 0.19, -5, 3, -9, 104, 10*, 3, 6, 1391, x
- O=C(CN1CCN(c2ccccc2)CC1)Nc1nnc(-c2ccccc2)s1
    -1, 0.5, -1, -7, 4, 105, 1.5, -3, -5, 1585, -28
- CC(C)CCn1c(Sc2nc3ccccc3o2)nc2c1c(=O)[nH]c(=O)n2C
    7, -0.62, 7, 16, 6, 97, 1.2, 2, 12, 1632, -14
- COC(=O)C(C)(C)ONC(=O)Nc1ccc([N+](=O)[O-])cc1
    -3, 0.36, -7, -4, 1, 98, 2.6, 5, -5, 1590, -1
- CCOC(=O)CSc1nc2cc3c(cc2cc1CC)OCCO3
    7, x, 2, 7, 6, 89, 0.2, 17, 12, 1558, x
- CC(C)(C)c1ccc(OCC(O)CNC(=O)c2ccccc2C(=O)O)cc1 (configuration not stated)
    -6, x, 2, -25, 9, 109, x, 0, -1, 1639, x
- CN(C)CCCNC(=O)Cc1ccc(Br)cc1
    -6, x, -6, 0, -11, 107, 0.6, -3, 3, 1450, -20
- O=C(Nc1ccc(Cl)c([N+](=O)[O-])c1)C(Sc1ccccc1)c1ccccc1 (configuration not stated)
    -4, -0.091, -2, -4, -4, 107, 15*, -12, -22, 1470, 6
- OCCC1CN(Cc2cc3c(cc2Cl)OCO3)CCN1Cc1ccccc1 (configuration not stated)
    -1, x, 8, -8, 6, 108, -0.4, -3, -7, 1575, 4

# Next section:
SMILES	PPARg SRC2 recr	ROMK primary	PPARg SRC1 recr	STAT1 inh	PPARg SRC-3 ag	STAT3 act	RAM network inh	STAT3 inh	TLR4-MyD88 BLA	TR-FRET SRC-2 ct	S1P3 antagonist
CCNc1nc(N2CCCCC2)nc(-n2nnc(C(=O)OCC)c2C)n1	4	x	8	-2	1	81	-0.3	27	-1	1642	-34
Cc1ccc(C(=O)/C=C/C(=O)O)cc1	3	x	6	10	2	99	-1.2	2	2	1410	0
N=c1c2c(-c3ccccc3)c(-c3ccccc3)n(Cc3ccccc3)c2ncn1CCO	-7	x	1	-6	3	98	0.3	6	4	1540	x
COc1ccc(C(=O)N2CCN=C2SC)cc1	3	x	5	3	0	99	4.7	6	-1	1589	8
Cc1cccc(NC2SC(=O)N(c3ccccc3)C2=O)c1 (configuration not stated)	13	x	2	0	1	97	3.9	9	-12	1757	11
COc1cc(C(=O)NNC(=O)c2ccoc2C)cc(OC)c1OC	8	0.34	9	3	2	105	0.8	-4	1	1526	-10
c1cc(CNCC2CCCO2)ccn1 (configuration not stated)	-4	-0.51	-1	-10	0	100	0.2	2	-8	1564	-12
COc1c2ccoc2c(OC[C@@H](O)C(C)(C)O)c2oc(=O)ccc12	0	0.48	4	-5	-4	99	1.4	-2	-9	1588	-9
CC(=O)Nc1nc2nc(-c3ccccc3)cc(-c3ccccc3)n2n1	0	x	6	0	9	100	2.4	9	-1	1466	x
Cc1cccc(OCC(=O)NCC(=O)N/N=C/c2cccs2)c1	9	-0.93	9	-3	4	88	1.4	14	-5	1610	3
N#Cc1c(N)nc(SCc2ccccn2)c(C#N)c1-c1cccs1	20	0.52	6	1	10	84	12*	24	-2	1933	x
CSc1nc2ccccc2n1Cc1cccc(F)c1	8	x	4	11	9	95	-0.3	10	-13	1525	-6
O=C1c2cccc3c(N4CCCCC4)ccc(c23)C(=O)N1c1ccccc1O	21	-5.2*	2	-12	6	101	3.5	3	28*	1575	48*
CCOC(=O)c1cccc(NC(=O)CSc2nnc(-c3ccoc3C)n2CC)c1	-4	0.47	12	3	-3	89	2.0	15	0	1503	11
CCCN1CCN(CCCNC(=O)c2cc3c(=O)[nH]c4ccccc4c3s2)CC1	6	-3.8*	5	-3	-1	89	0.1	18	-12	1682	-1
CCC1CCCCN1CCCNC(=O)CC1Oc2ccc(C)cc2NC1=O (configuration not stated)	1	x	-6	0	4	103	0.1	-4	8	1515	-12
COC(=O)Cn1c(CCC(=O)O)ccc1-c1ccccc1	-2	x	7	-5	14	102	-0.1	2	-12	1497	14
O=C(C[n+]1ccc(C(=O)NCc2ccccc2)cc1)c1ccc(OC(F)F)cc1	6	-1.6	7	0	6	99	0.4	5	-4	1463	-5
Cc1ccc(C23CC4CC(CC(CC(=O)N5CCOCC5)(C4)C2)C3)cc1	-3	x	4	4	10	99	-0.9	4	-9	1624	x
CCOC(=O)C1CCN(S(=O)(=O)c2ccc(C(C)(C)C)cc2)CC1	-1	-0.047	-1	13	2	95	1.9	8	-6	1532	-2
COC(=O)c1cc2n(n1)CCN(Cc1ccccc1Cl)C2=O	10	x	1	2	8	88	-0.9	18	-9	1669	x
N#Cc1nc(-c2ccc(F)cc2)oc1NCc1ccccc1	4	x	-1	-11	-9	109	3.8	-1	3	1424	-14
COC(=O)c1ccc(-n2nc(C(F)(F)F)c3c2-c2ccoc2CC3)cc1	-3	x	2	16	1	91	6.4	16	-1	1571	x

# Arranged by molecular weight (smallest number first): 5 of the compounds above.
SMILES	PPARg SRC2 recr	ROMK primary	PPARg SRC1 recr	STAT1 inh	PPARg SRC-3 ag	STAT3 act	RAM network inh	STAT3 inh	TLR4-MyD88 BLA	TR-FRET SRC-2 ct	S1P3 antagonist
N#Cc1nc(-c2ccc(F)cc2)oc1NCc1ccccc1	4	x	-1	-11	-9	109	3.8	-1	3	1424	-14
COC(=O)c1cc2n(n1)CCN(Cc1ccccc1Cl)C2=O	10	x	1	2	8	88	-0.9	18	-9	1669	x
CCOC(=O)C1CCN(S(=O)(=O)c2ccc(C(C)(C)C)cc2)CC1	-1	-0.047	-1	13	2	95	1.9	8	-6	1532	-2
COC(=O)c1ccc(-n2nc(C(F)(F)F)c3c2-c2ccoc2CC3)cc1	-3	x	2	16	1	91	6.4	16	-1	1571	x
CCC1CCCCN1CCCNC(=O)CC1Oc2ccc(C)cc2NC1=O (configuration not stated)	1	x	-6	0	4	103	0.1	-4	8	1515	-12
